RGS4 block – inhibitors of human RGS4. HEK293 M3R/RGS4 inducible, Fluo-4 calcium flux; stronger effect = higher value; triggered by carbachol at its EC20. AID 463165. 310,000 compounds, 0.45% hits. B-score at 10 µM;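 active means B-score, a plate-corrected calcium signal, over three deviations above library mean, with baseline fluorescence within five deviations of library mean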;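 further: RGS4 expression induced by doxycycline in cells with stable M3 receptor; B-score is computed from the integrated fluorescence ratio over baseline after carbachol; higher B-score means a larger calcium signal and so more RGS4 inhibition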
Target sequence (P49798 whole entry, looked up): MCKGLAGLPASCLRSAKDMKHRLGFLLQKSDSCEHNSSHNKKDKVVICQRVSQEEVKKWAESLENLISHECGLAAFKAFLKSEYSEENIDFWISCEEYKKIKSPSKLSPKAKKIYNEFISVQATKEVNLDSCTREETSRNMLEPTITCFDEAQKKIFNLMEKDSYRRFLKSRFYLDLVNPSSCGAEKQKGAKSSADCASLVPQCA
ANO1 activ – activates or potentiates the mouse TMEM16A chloride channel; HEK293 TMEM16A/YFP-H148Q/I152L, iodide quench fluorescence; stronger effect = lower value; B-score at 10 µM; 340,000 compounds, 0.3% hits;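 active means fluorescence-ratio B-score plate-corrected deviation score at least 3 library SD below zero, with starting fluorescence score within 5 deviations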;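 further: channel opened by trigger with iodide after compound preincubation; score built on the fluorescence ratio of max minus min over baseline; more negative score means more quench and so TMEM16A activation or potentiation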
MrgX1 agonist – agonists of human MrgX1 receptor | Q96LB2 | MrgX1-HEK293 cells, Fluo-4 calcium fluorescence, agonist mode; stronger effect = higher value | B-score at 10 µM | 310,000 compounds, 0.44% hits | AID 588627;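 active means calcium response B-score plate-corrected fluorescence ratio at least 3 library SD, with starting fluorescence B-score inside 5 SD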
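Material: MrgX1-expressing HEK293 cells; input: 15,000 cells per well; doses: test compound given as first of three sequential additions; schedule: overnight plating before 1 h dye loading; technique: Fluo-4 NW calcium-flux fluorescence, kinetic read; evaluation: baseline-normalised fluorescence change ratio, B-scored; control set: plate-wise positive and negative controls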
HDAC3 inh – blocks human histone deacetylase 3; recombinant HDAC3, fluorogenic peptide/trypsin coupled, fluorescence; inhibition, % at 8.3 µM; 320,000 compounds, 0.15% hits; in the data active means inhibition above about 26%, passing the limit was not always enough; inconclusive means no clear call, values can overlap the other calls
TMEM16A inh – blocks the mouse calcium-activated chloride channel TMEM16A; 310,000 compounds, 1.2% hits; HEK293 TMEM16A/YFP iodide influx fluorescence, ionomycin; normalized B-score (activity score, 25-100; higher = stronger inhibition) at 10 µM;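 active means ratio plate-corrected score three or more library SD toward inhibition, starting fluorescence score within five deviations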;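 further: score derived from kinetic fluorescence span divided by baseline fluorescence per well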
MrgX1 antag – blocks BAM8-22 activation of human MrgX1 receptor | Q96LB2 | MRGX1-HEK293 calcium flux, Fluo-4, BAM8-22 antagonism; stronger effect = lower value | B-score at 10 µM | 310,000 compounds, 1.3% hits | AID 588676;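 active means calcium-response B-score plate-corrected more than 3 library SD below zero, starting fluorescence within 5 deviations, no agonist response on first addition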;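 further: peak minus trough fluorescence over baseline after final BAM8-22 challenge near maximal dose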
TRPC6 inh – inhibitors of mouse TRPC6 channel; Q61143; HEK293-TRPC6, membrane potential dye, ACh-evoked depolarization; stronger effect = lower value; B-score at 10 µM; 310,000 compounds, 1.1% hits;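 active means B-score under library mean minus 3 SD, initial fluorescence not abnormally high, positive integrated signal ratio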;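 further: B-score derived from integrated fluorescence ratio over the kinetic read; more negative B-score means stronger inhibition of depolarization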
Target sequence (Q61143 whole entry, looked up): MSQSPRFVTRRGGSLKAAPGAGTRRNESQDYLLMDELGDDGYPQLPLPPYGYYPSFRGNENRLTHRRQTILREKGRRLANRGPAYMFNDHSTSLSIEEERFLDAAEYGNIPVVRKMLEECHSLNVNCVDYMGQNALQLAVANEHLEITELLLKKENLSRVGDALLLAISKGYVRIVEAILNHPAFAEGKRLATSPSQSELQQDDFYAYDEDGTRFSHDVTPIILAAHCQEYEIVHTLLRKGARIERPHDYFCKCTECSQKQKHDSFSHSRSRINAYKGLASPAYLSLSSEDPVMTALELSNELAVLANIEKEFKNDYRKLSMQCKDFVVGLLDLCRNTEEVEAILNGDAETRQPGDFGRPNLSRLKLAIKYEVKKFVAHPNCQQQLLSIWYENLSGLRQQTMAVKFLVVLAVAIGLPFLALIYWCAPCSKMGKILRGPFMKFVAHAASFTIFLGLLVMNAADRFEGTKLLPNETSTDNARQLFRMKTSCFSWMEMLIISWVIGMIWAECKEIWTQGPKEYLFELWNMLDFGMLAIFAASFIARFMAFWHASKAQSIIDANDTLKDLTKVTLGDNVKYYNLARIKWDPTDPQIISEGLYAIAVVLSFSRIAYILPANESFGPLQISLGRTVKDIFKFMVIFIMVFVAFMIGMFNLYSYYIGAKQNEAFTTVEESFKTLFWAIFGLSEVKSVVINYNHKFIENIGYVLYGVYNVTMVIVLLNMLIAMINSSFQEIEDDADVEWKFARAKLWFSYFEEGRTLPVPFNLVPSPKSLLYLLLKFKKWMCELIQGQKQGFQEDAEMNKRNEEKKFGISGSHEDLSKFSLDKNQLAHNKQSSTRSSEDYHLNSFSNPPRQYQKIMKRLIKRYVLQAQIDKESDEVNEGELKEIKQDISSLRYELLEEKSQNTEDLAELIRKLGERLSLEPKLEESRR
SKKanGAS inh – SKKanGAS growth inhibition; S. pyogenes SKKanGAS, kanamycin growth, BacTiter-Glo, 6 h; inhibition, % at 7.5 µM; 300,000 compounds, 1.3% hits; AID 1662;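 active means mean replicate score, as percent of positive control median, at least 50; inconclusive means mean below 50 but one replicate at or above 50; inactive means mean and every replicate below 50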;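 further: strain carries kanamycin resistance gene driven by streptokinase promoter and grows in 40 µg/ml kanamycin; loss of luminescence reflects streptokinase promoter inhibition or plain growth inhibition; 0% = median of DMSO wells and 100% = positive control at its reference dose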
MrgX1 PAM – human MrgX1 positive allosteric modulation, primary screen; 310,000 compounds, 0.63% hits; Q96LB2; MrgX1-HEK293, Fluo-4 calcium flux, FDSS; stronger effect = higher value; B-score at 10 µM;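 active means plate-corrected calcium response at least 3 library SD above typical, normal starting fluorescence, not activating the receptor alone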;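 further: compound read alongside a low EC10 to EC30 dose of BAM8-22 agonist; peak minus trough fluorescence over baseline measured at the second addition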
RGS4 act – RGS4 potentiation or activation. B-score at 10 µM. HEK293 M3R/inducible RGS4, carbachol calcium flux Fluo4; stronger effect = lower value. 310,000 compounds, 0.92% hits;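 active means B-score of the integrated calcium signal more than 4 SD below the library mean, with starting fluorescence not abnormally high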;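 further: negative B-score means reduced calcium response which marks RGS4 activation or potentiation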
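Also added: carbachol at ECmax as muscarinic agonist stimulus; Assay system: HEK293 cells with stable M3R and inducible RGS4; Timing: overnight RGS4 induction, 30 min dye load 37 °C, 20 min compound RT; Measured by: Fluo4-AM (2 µM) calcium-flux fluorescence, kinetic read.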
TRPC6 activator – mouse TRPC6 channel activation; AID 2550; Q61143; 310,000 compounds, 0.13% hits; B-score at 10 µM; HEK293-TRPC6 membrane potential dye fluorescence; stronger effect = higher value;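 active means B-score of the integrated fluorescence ratio above library mean plus 3 SD, and starting fluorescence ratio within library mean plus 5 SD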;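 further: higher score means more depolarization so channel activation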
The depositor's hits bear a star; i = inactive; ? = inconclusive; · = no result given.

Structure	RGS4 block	ANO1 activ	MrgX1 agonist	HDAC3 inh	TMEM16A inh	MrgX1 antag	TRPC6 inh	SKKanGAS inh	MrgX1 PAM	RGS4 act	TRPC6 activator
CC(C)C(CO)NC(=O)CC(=O)NC(CO)C(C)C (stereo not drawn)	i	i	i	-6	i	i	i	-10	i	i	i
Cc1cc2nc(CO)[nH]c2cc1C	i	i	i	-2	i	i	i	-2	i	i	i
Nc1ccccc1-c1nnc(-c2ccccc2N)n1N	i	i	i	-2	i	i	i	-1	i	i	i
COc1ccc(C(=O)Nc2c(Cl)cc(Cl)cc2C(=O)NCCN2CCOCC2)cc1	i	i	i	-6	i	i	i	11	i	i	i
CCCSC1=N/C(=C\c2ccc3c(c2)OCO3)C(=O)S1	i	i	i	-6	i	i	i	-1	i	i	i
Cc1ccc(Cn2c(=O)c3ccccc3n3c(SCC(=O)N4CCCCC4C)nnc23)cc1 (stereo not drawn)	·	i	i	-5	i	i	·	·	i	·	·
CC(C)n1c(=S)[nH]c2ccccc2c1=O	i	i	i	?	i	i	i	6	i	i	i
Cc1cccc(-n2nc3c(c2NC(=O)C2CC2)CS(=O)(=O)C3)c1C	i	i	i	2	i	i	i	-2	i	i	i
CN(CC(=O)Nc1ccc(C#N)cc1)Cc1ccc(Cl)cc1Cl	i	i	i	14	i	i	i	-14	i	i	i
Cc1cccc(NC(=O)c2cccc(OC(=S)N3CCOCC3)c2)c1C	i	i	i	-2	i	i	i	2	i	i	i
Cc1ccc(S(=O)(=O)Nc2cccc(-c3ccc4nnc(C)n4n3)c2)s1	i	i	i	4	i	i	i	4	i	i	i
COc1ccc(CC(NC(C)=O)C(=O)NC2CCN(c3nc(C)cc(C)c3C#N)CC2)c(OC)c1 (stereo not drawn)	i	i	i	-7	i	i	i	-1	i	i	i
COc1ccc(CC(=O)Nc2c(C(=O)N3CCN(c4ncccn4)CC3)oc3ccccc23)cc1OC	i	i	i	-11	i	i	i	-3	i	i	i
CCOc1ccc(NC(=O)C2CCCN2C(=O)Oc2ccccc2)cc1 (stereo not drawn)	i	i	i	-6	i	i	i	-2	i	i	i
O=C(NCc1n[nH]c(=S)n1-c1cccc(Cl)c1)c1ccc(S(=O)(=O)N2CCCCC2)cc1	i	i	i	5	i	i	i	9	i	i	i

More structures.
Structure	RGS4 block	ANO1 activ	MrgX1 agonist	HDAC3 inh	TMEM16A inh	MrgX1 antag	TRPC6 inh	SKKanGAS inh	MrgX1 PAM	RGS4 act	TRPC6 activator
Cc1ccc(S(=O)(=O)N(C)C)cc1NC(=S)N(C)C1CCN(C)CC1	i	·	i	0	i	i	i	-4	i	i	i
CCC(CC)c1nnc(NC(=O)CCNC(=O)c2ccccc2Cl)s1	i	i	i	-9	i	i	i	4	i	i	i
NC(=O)c1ccccc1NC(=O)CCCN1C(=O)CCC1=O	i	i	i	3	i	i	i	-12	i	i	i
Cn1ncc(Cl)c1C(=O)N1CCN(S(=O)(=O)c2ccc(F)cc2)CC1	i	i	i	-4	i	i	i	-7	i	i	i
Cc1cc(C(F)(F)F)n(-c2ccc(N)cc2)n1	i	i	i	-5	i	i	i	-4	i	i	i
COc1ccc(CN(Cc2cccn2C)S(=O)(=O)c2ccc(F)cc2)cc1	i	i	i	4	i	i	i	1	i	i	i
CCOc1ccccc1/C=C(/NC(=O)c1ccccc1)C(=O)N(CC)CC	i	i	i	3	i	i	i	3	i	i	i
O=C(Nn1cnnc1)C1CCCN1S(=O)(=O)c1ccc(F)cc1 (stereo not drawn)	i	i	i	1	i	i	i	-9	i	i	i
CCN(CC)S(=O)(=O)c1cccc(NC(=O)COC(=O)CCc2nc3ccccc3s2)c1	i	i	i	8	i	i	i	-12	i	i	i
CNC(=O)N/N=C(\N)c1ccccn1	i	i	i	-4	i	i	i	-3	i	i	i
CCC(Oc1ccc(C)c(C)c1)C(=O)N1CCCN(C)CC1 (stereo not drawn)	i	i	i	2	i	i	i	27	i	i	i
CC(=O)Nc1cccc(NC(=O)CSc2nc(=O)n(CCN3CCOCC3)c3c2CCC3)c1	i	i	i	3	i	i	i	-1	i	i	i
Cc1ccc(NC(=O)c2ccc(Cl)c(S(=O)(=O)N3CCCCCC3)c2)nc1	i	i	i	-2	i	i	i	9	i	i	i
COc1ccc(NC(=O)Nc2ccon2)c(OC)c1	i	i	i	7	i	i	i	-6	i	i	i
O=C(CCC(=O)N1CCN(S(=O)(=O)c2ccc(Cl)cc2)CC1)Nc1ccc2ccccc2c1	i	i	i	-2	i	i	i	10	i	i	i

Next results follow:
Structure	RGS4 block	ANO1 activ	MrgX1 agonist	HDAC3 inh	TMEM16A inh	MrgX1 antag	TRPC6 inh	SKKanGAS inh	MrgX1 PAM	RGS4 act	TRPC6 activator
Cn1c(=O)n(CC(N)=O)c2ccccc21	i	i	i	8	i	i	i	10	i	i	i
COC(=O)c1cc2c(cc1Cl)N1CCCCCC1=NS2(=O)=O	i	i	i	-5	i	i	i	8	i	i	i
CC(=O)c1cccc(NC(=O)CSc2nnnn2C2CCCC2)c1	i	i	·	·	·	·	i	3	·	i	i
Cc1c(C)n(C)c2ccc(C(=O)NCc3cccs3)cc12	i	i	i	5	i	i	i	-3	i	i	i
CC1=NN(C(=O)c2ccccc2Br)C(O)(c2cccnc2)C1 (stereo not drawn)	i	i	i	?	i	i	i	-2	i	i	i
O=C(Nc1ccc(O)c2c(=O)cc(-c3ccccc3Cl)oc12)c1ccc(Cl)c(Cl)c1	i	i	i	-3	i	i	i	-4	i	i	i
C/C(=N\NC(=O)c1ccco1)c1ccc(NC(=O)c2ccccc2)cc1	i	i	i	-2	i	i	i	0	i	i	i
COc1ccc(/C=N/NC(=O)c2cccc(COCC(F)(F)C(F)F)c2)cc1	i	i	i	·	i	i	i	-1	i	i	i
Cc1cccc(N(C)C(=O)c2coc(=O)c3ccccc23)c1	i	i	i	-4	i	i	i	-1	i	i	i
CCc1ccccc1Nc1nc2ccccc2[nH]1	i	i	i	-7	i	i	i	4	i	i	i
Cc1nnc(SCc2cccc3ccccc23)s1	i	i	i	-4	i	i	i	-6	i	i	i
Cc1cc(S(=O)(=O)NC2CCCCC2)c(C)s1	i	i	i	?	i	i	i	0	i	i	i
CCOc1ccc(CCNS(=O)(=O)c2c(C)nc3scc(C)n3c2=O)cc1OCC	i	i	i	2	i	i	i	-1	i	i	i
COc1ccccc1CNCc1cc(OC)c(OC)c(OC)c1	i	i	i	-4	i	i	i	13	i	i	i
O=C(Nc1nnc(SCC(=O)N2CCCCC2)s1)c1cccs1	i	i	i	3	i	i	i	9	7.1*	i	i

Following part.
Structure	RGS4 block	ANO1 activ	MrgX1 agonist	HDAC3 inh	TMEM16A inh	MrgX1 antag	TRPC6 inh	SKKanGAS inh	MrgX1 PAM	RGS4 act	TRPC6 activator
COC(=O)[C@H](Cc1ccccc1)NC(=O)NCCc1ccc(S(N)(=O)=O)cc1	i	i	i	10	i	i	i	-2	i	i	i
Cc1ccccc1C(=O)NNC(=O)CCCCC(=O)NNC(=O)c1ccccc1C	i	i	i	-4	i	i	i	3	i	i	i
O=C(NCCCN1CCCC1)c1ccc2c(c1)N(Cc1ccccc1F)C(=O)c1ccccc1S2=O (stereo not drawn)	i	i	i	1	i	i	i	-1	i	i	i
O=C(CCS(=O)(=O)Cc1ccccc1)NCCc1ccccc1	i	i	i	4	i	i	i	11	i	i	i
CCOC(=O)c1c(NC(=O)Cc2cccs2)sc(C(=O)NC2CCCCC2)c1C	i	i	i	-5	i	i	i	3	i	i	i
O=C(CSc1nc2c(cnn2-c2ccc(F)cc2)c(=O)[nH]1)N1CCCCC1	i	i	i	3	i	i	i	2	i	i	i
O=C(NCc1ccc(F)cc1)C1CCCN(C(=O)Nc2ccc(F)cc2)C1 (stereo not drawn)	i	i	i	9	i	i	i	0	i	i	i
CCOC(=O)N1CCC(Nc2c(NCCCN(CC)c3cccc(C)c3)c(=O)c2=O)CC1	i	i	i	3	i	i	i	-1	i	i	i
COc1ccc(CCNCC(=O)Nc2ccccc2C(F)(F)F)cc1	i	i	i	4	i	i	i	0	i	i	i
CC(=O)Nc1ccc(NC(=O)Cc2ccc(-c3ccccc3)cc2)cc1	i	i	i	0	i	i	i	-7	i	i	i
O=C(CSc1ccc2nnc(-c3cccnc3)n2n1)NCc1ccc2c(c1)OCO2	i	i	i	2	i	i	i	-4	i	i	i
Cc1ccc(S(=O)(=O)NNC(=O)Nc2ccc([N+](=O)[O-])cc2)c(C)c1	i	i	i	-1	i	i	i	-1	i	i	i
O=C(O)CNC(=O)/C(=C\c1cccc([N+](=O)[O-])c1)NC(=O)c1ccco1	i	i	i	·	i	i	i	-6	i	i	i
O=C(NC1CC1)c1nc(Cn2ccc([N+](=O)[O-])n2)no1	i	i	i	0	i	i	i	-4	i	i	i
COC(=O)/C(=C1\Oc2ccc(C(C)(C)C)cc2S1)C(F)(F)F	i	i	i	0	i	i	i	-1	i	i	i

Remaining list, next part
Structure	RGS4 block	ANO1 activ	MrgX1 agonist	HDAC3 inh	TMEM16A inh	MrgX1 antag	TRPC6 inh	SKKanGAS inh	MrgX1 PAM	RGS4 act	TRPC6 activator
Cc1cccc(COc2ccccc2C(=O)OCC(=O)N(C)c2c(N)n(Cc3ccccc3)c(=O)[nH]c2=O)c1	i	i	i	-4	i	i	i	9	i	i	i
CC1CCCCN1C(=O)c1cc2nc(-c3ccccc3)cc(-c3ccccc3)n2n1 (stereo not drawn)	i	i	i	-4	i	i	i	45	i	-7.9*	i
C=CCNC(=O)CC(=O)N/N=C/c1cccc(Br)c1	i	i	i	?	i	i	i	-1	i	i	i
CCOC(=O)NC(=O)c1cn(Nc2ncc(Cl)cc2C(F)(F)F)c(=O)[nH]c1=O	i	i	i	-1	i	i	i	13	i	i	i
O=C(OCC(=O)N1c2ccccc2Sc2ccccc21)C1CC(=O)N(Cc2ccco2)C1 (stereo not drawn)	i	i	i	5	i	i	i	-4	i	i	i
C/C=C(\C)C(=O)NCCN1C2=NC[C@H](C(C)C)N2C[C@@H]1Cc1ccc(OC)cc1	i	i	i	-1	i	i	i	1	i	i	i
CS(=O)(=O)N(CCC#N)Cc1ccco1	i	i	i	-1	i	i	i	5	i	i	i

From PubChem
